Screens deposited in PubChem by The Scripps Research Institute Molecular Screening Center.
GSTO1 inh: inhibitors of recombinant GSTO1, primary screen, counter-screen for RBBP9 inhibitor project, biochemical, fluorescence polarization | Glutathione S-transferase omega-1 (Homo sapiens), P78417 | activity-based probe fluorescence polarization | inhibition, % at 5.96 µM | hit rate 1.1% among 300,000 | AID 1974, 2009;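 active = inhibition above the campaign mean inhibition plus 3 SD, cut at about 35% in these data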;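 also: 0% = GSTO1-1 with DMSO and 100% = wells lacking GSTO1-1 enzyme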
PAFAH1B2 inh: PAFAH1B2 enzyme inhibitors, primary screen, biochemical, fluorescence polarization, human | Platelet-activating factor acetylhydrolase IB subunit alpha2 (Homo sapiens), P68402 | recombinant PAFAH1B2, FP-rhodamine activity probe | inhibition, % at 3.39 µM | hit rate 1.2% among 340,000;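 active = inhibition above the mean of all tested compounds plus 3 SD, cut at about 24% in these data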;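 also: 0% = enzyme with DMSO and 100% = wells lacking PAFAH1B2; many of its hits are not listed in these tables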
Target sequence (P68402 whole entry, looked up): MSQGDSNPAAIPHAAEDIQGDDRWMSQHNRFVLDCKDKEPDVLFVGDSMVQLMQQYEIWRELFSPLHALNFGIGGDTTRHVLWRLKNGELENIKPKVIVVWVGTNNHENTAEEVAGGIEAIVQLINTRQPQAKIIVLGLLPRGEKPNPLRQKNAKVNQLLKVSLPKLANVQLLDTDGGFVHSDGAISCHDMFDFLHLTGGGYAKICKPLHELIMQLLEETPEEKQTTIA
LYPLA1 inh: LYPLA1 inhibitors, primary screen, counter-screen for PME1 inhibitor project, biochemical, fluorescence polarization, FP-Rh probe ABPP | recombinant LYPLA1 | inhibition, % at 5.9 µM | hit rate 0.16% among 320,000 | AID 2174, 2009;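 active = inhibition above the mean of all tested compounds plus 3 SD, set per campaign, cut at about 14% in these data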;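 also: inhibitors block serine hydrolase probe labeling of LYPLA1 so polarization falls; 0% = enzyme with DMSO and 100% = wells lacking LYPLA1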
Target sequence (O75608 whole entry, looked up): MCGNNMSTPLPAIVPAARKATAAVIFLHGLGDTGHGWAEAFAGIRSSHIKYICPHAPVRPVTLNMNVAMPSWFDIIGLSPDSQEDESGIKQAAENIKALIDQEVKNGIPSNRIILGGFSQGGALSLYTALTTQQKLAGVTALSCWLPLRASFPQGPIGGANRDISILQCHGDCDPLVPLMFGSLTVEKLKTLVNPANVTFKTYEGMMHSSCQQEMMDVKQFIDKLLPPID
PAD4 inh: human PAD4 inhibitors, primary screen, biochemical, fluorescence polarization, 1536-well format; Protein-arginine deiminase type-4 (Homo sapiens), Q9UM07; AID 485272, 2010; inhibition, % at 6.36 µM; hit rate 0.41% among 330,000; recombinant PAD4, RCA probe fluorescence polarization;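 active = percent inhibition above a cutoff equal to the mean of all tested compounds plus 3 SD, cut at about 15% in these data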;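 also: 0% = PAD4 with RCA probe and DMSO and 100% = probe without PAD4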
PAFAH2 inh: PAFAH2 enzyme inhibitors, primary screen, biochemical, fluorescence polarization, human. inhibition, % at 3.39 µM. Platelet-activating factor acetylhydrolase 2, cytoplasmic (Homo sapiens), Q99487. hit rate 0.99% among 340,000. recombinant PAFAH2, FP-rhodamine activity probe. AID 492956, 2010;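 active = inhibition above the mean over all tested compounds plus 3 SD, cut at about 30% in these data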;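 also: inhibitors block probe labeling of enzyme so polarization drops; 0% = enzyme with DMSO and 100% = wells lacking PAFAH2 protein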
PAFAH1B3 FP inh: PAFAH1B3 enzyme inhibitors, primary screen, biochemical, fluorescence polarization, human. Platelet-activating factor acetylhydrolase IB subunit alpha1 (Homo sapiens), Q15102. recombinant PAFAH1B3, FP-rhodamine probe. inhibition, % at 3.39 µM. hit rate 0.28% among 340,000. AID 492972, 2010;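 active = inhibition above the screen-wide average of all tested compounds plus 3 SD, cut at about 25% in these data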;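 also: 0% = enzyme with DMSO only and 100% = wells lacking PAFAH1B3 protein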
LYPLA2 inh: LYPLA2 inhibitors, primary screen, counter-screen for PME1 inhibitor project, biochemical, fluorescence polarization, FP-Rh probe ABPP; inhibition, % at 5.9 µM; hit rate 0.38% among 320,000; recombinant LYPLA2; AID 2177, 2009;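 active = inhibition above the screen-wide mean plus 3 SD, limit set per campaign, cut at about 26% in these data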;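 also: 0% = LYPLA2 with DMSO and 100% = wells lacking LYPLA2 enzyme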
PME-1 inh: PME-1 inhibitors via competitive probe labeling, primary screen, biochemical, fluorescence polarization, FP-Rh probe, HTS; recombinant PME-1; hit rate 0.53% among 320,000; inhibition, % at 5.9 µM;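 active = inhibition above the campaign mean of all compounds plus 3 SD, cut at about 26% in these data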;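 also: competitive labeling of PME-1 active site by serine hydrolase directed probe; 0% = PME-1 with DMSO and 100% = wells lacking PME-1 enzyme; inhibitors block probe labeling so polarization falls and inhibition rises; many of its hits are not listed in these tables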
Target sequence (Q9Y570 whole entry, looked up): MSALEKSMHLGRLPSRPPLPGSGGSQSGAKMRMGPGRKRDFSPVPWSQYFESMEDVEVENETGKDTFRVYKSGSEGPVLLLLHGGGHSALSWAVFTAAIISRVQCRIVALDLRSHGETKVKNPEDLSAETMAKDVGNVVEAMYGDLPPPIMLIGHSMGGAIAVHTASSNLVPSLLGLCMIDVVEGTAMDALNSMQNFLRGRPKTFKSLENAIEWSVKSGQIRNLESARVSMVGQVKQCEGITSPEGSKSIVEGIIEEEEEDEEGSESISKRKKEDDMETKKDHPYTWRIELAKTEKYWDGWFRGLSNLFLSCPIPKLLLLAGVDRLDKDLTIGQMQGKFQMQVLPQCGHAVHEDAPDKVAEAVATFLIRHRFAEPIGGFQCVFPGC
pPAFAH FP inh: pPAFAH enzyme inhibitors, primary screen, biochemical, fluorescence polarization, human; Platelet-activating factor acetylhydrolase (Homo sapiens), Q13093; recombinant pPAFAH, FP-rhodamine probe fluorescence polarization; inhibition, % at 3.39 µM; hit rate 1.5% among 330,000;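 active = inhibition above the mean inhibition across the screen plus 3 SD, cut at about 25% in these data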;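 also: inhibitors block binding of the rhodamine activity-based probe so polarization drops; 0% = enzyme with DMSO and 100% = wells lacking pPAFAH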
* marks the source's active call; other numbers are inactive results; . = not tested or not shown.

SMILES	GSTO1 inh	PAFAH1B2 inh	LYPLA1 inh	PAD4 inh	PAFAH2 inh	PAFAH1B3 FP inh	LYPLA2 inh	PME-1 inh	pPAFAH FP inh
CCOC(=O)c1c(C2CC2)csc1NC(C)=O	12	5	2	2	-1	4	4	2	3
c1ccc(-c2nccc(-c3ccc(-n4cnc5ccccc54)cc3)n2)nc1	-10	0	2	-2	6	5	2	-5	6
S=C(NCC1CCCO1)N1CCN(Cc2ccccc2)CC1 (configuration not stated)	-3	5	1	-3	-2	6	9	-5	1
COCCN(C(=O)COC(=O)c1ccccc1Cc1ccccc1)c1c(N)n(Cc2ccccc2)c(=O)[nH]c1=O	-1	6	-2	-5	-2	8	-3	-2	7
O=c1cc(-c2ccccc2)[nH]c2ccc(F)cc12	-3	5	-1	0	-2	7	0	-10	3
COc1cccc(-c2cc(C(=O)Nc3ccc(N(C)C(C)=O)cc3)c3cc(Br)ccc3n2)c1	-28	-3	-19	-4	-15	-5	-40	-29	-4
COc1ccc(C(=O)Nc2ccc(-c3ccc(C)o3)cc2)cc1S(=O)(=O)N1CCOCC1	3	6	-1	0	-1	3	8	14	8
COC(=O)c1nn(-c2nc(-c3ccc(OC)c(OC)c3)cc(C(F)(F)F)n2)cc1[N+](=O)[O-]	-14	5	3	0	-5	11	6	4	4
CC(C)OC(=O)c1c(NC(=O)CCn2nnc3ccccc32)sc2c1CCCC2	-3	5	-2	2	3	1	-3	6	1
CCOC(=O)C1C(c2ccccc2)C(C(=O)OCC)S(=O)(=O)C(CCN(CC)CC)S1(=O)=O (configuration not stated)	2	6	-4	-5	2	6	-4	-2	-3
CCc1ccc2[nH]c(C(=O)N(C)c3ccc(F)cc3F)cc2c1	-1	-3	-6	-3	3	2	-7	-4	11
Cc1ccc(C(C(=O)NC2CCCC2)N(C(=O)CNC(=O)c2cccs2)c2cccnc2)o1 (configuration not stated)	16	4	0	-2	-2	19	4	0	2
CCN(CC)c1ccc(/C=N/NC(=O)c2ccc3nc[nH]c3c2)c(O)c1	-24	23	-5	0	19	26*	-7	-3	17
O=C(O)c1ccc(NC(=S)Nc2ccccc2)cc1	0	-1	3	-6	-3	0	-1	-1	-5
COc1ccccc1OCC(O)Cn1c(=N)n(Cc2ccccc2)c2ccccc21 (configuration not stated)	-3	-1	-6	-2	-5	7	1	6	4
Cc1ccc(C)c(N2CCN(S(=O)(=O)c3ccc4[nH]c(=O)c(=O)[nH]c4c3)CC2)c1	-2	6	0	-1	-1	7	-1	1	1
CCOC(=O)C1CCCCN1Cc1cccc(OCc2ccccc2)c1 (configuration not stated)	3	1	1	-4	7	4	-3	-2	2
COC(=O)c1ccc2nc(NC(=O)C3CC3)sc2c1	5	2	0	4	5	5	4	5	6
CC(=O)Nc1ccc(Nc2ncnc(N)c2[N+](=O)[O-])cc1	5	9	1	1	8	1	4	-5	4
Cc1[nH]c(C)c(S(=O)(=O)NCc2ccco2)c1C(=O)N1CCCCC1	10	7	-3	1	3	11	2	1	4
Cn1nnnc1SCC(=O)NCC(=O)c1ccccc1	-2	-3	1	0	2	-5	1	2	1
COc1ccccc1NC(=O)COc1cc(Br)c(CNCCCN2CCOCC2)cc1OC	0	1	4	-3	1	3	7	-32	7
CCOC(=O)N1CCC(NC(=O)c2cccs2)CC1	14	-1	-2	0	4	15	0	0	1
O=S(=O)(Nc1ccncc1Cl)c1ccccc1	2	2	0	-5	0	0	0	6	11
O=C(Nc1ccc(NC(=O)C2CC2)nc1)c1cnccn1	-2	2	2	1	0	2	4	2	-4
O=C(CSc1nnc(Cc2cc(=O)[nH]c(=O)[nH]2)n1-c1ccc(Cl)cc1)NCC1CCCO1 (configuration not stated)	8	0	-1	-1	-2	11	-2	-10	6
CCOC(=O)C1=NNC2C(=O)N(Cc3ccccc3)C(=O)C12 (configuration not stated)	-1	-4	-1	0	3	5	-2	-5	7
Cc1cc(F)ccc1NC(=O)C1CCN(C(=O)Nc2ccccc2)CC1	-1	4	2	-4	1	3	3	0	1
CCCN(CCC)CCCNC(=O)c1cc2c(=O)n(CC)c3ccccc3c2s1	10	2	2	-1	1	5	0	2	0
CN1CCC(=NNC(=O)C(=O)Nc2cccc(Br)c2)CC1	-2	3	1	0	3	1	1	-2	4
Cc1onc(-c2ccc(Cl)cc2Cl)c1-c1csc(COc2ccccc2)n1	1	-1	0	5	-11	-9	-2	-3	4
Cc1nn(CC(=O)N2CCOCC2)c(C)c1[N+](=O)[O-]	-3	1	5	1	6	3	5	3	-2
CCS(=O)(=O)N1CCN=C1SCc1cccnc1	5	1	-1	3	0	4	3	2	3
O=C(O)C1CCCN1c1ncccn1 (configuration not stated)	3	4	1	-2	9	4	6	4	-1
Cc1ccc(C)c(C2=CSC3=NCCN23)c1	2	-2	0	0	2	2	-3	2	-4
O=C(/C=C/c1ccc(F)cc1)N1CCN(Cc2ccccc2)CC1	3	.	2	1	.	.	4	3	4
O=C(Nc1nnc(S(=O)(=O)N2CCCC2)s1)c1cccc([N+](=O)[O-])c1	-42	4	1	5	-5	1	7	1	9
O=S(=O)(c1ccccc1)N(Cc1ccccc1)c1ccccn1	2	7	-1	-1	-5	9	3	-1	4
C=CCn1c(SCC(=O)c2[nH]c(C)c(C(C)=O)c2C)nnc1-c1ccncc1	3	0	3	-1	-3	1	5	3	4
Cc1ccc(S(=O)(=O)N2CCC[C@H]2C(=O)Nc2ccccc2Cl)cc1	.	4	.	4	5	6	.	.	-3
Cn1c(SCc2ccc(Br)cc2)nc2c(c1=O)SCC2	12	3	-3	-2	7	13	19	5	6
COc1ccc(-c2nnc(SCC(=O)NC(C)c3ccccc3)o2)cc1 (configuration not stated)	7	1	0	-1	0	4	1	0	3
CCCCn1nc2cc(C(=O)N(CC)c3ccc(OC)cc3)ccc2c1OCC	-3	-2	2	-4	-2	8	1	3	0
Cc1cc(C)c2c(n1)nn1c(C3CC3)cc(C(F)(F)F)nc21	1	2	4	-3	-3	7	0	-2	7
C/C(=C\c1ccccc1)C(=O)Nc1ccc(S(=O)(=O)Nc2ncccn2)cc1	7	-3	5	3	1	2	10	4	-3
CCOc1ccc(Cl)cc1CSc1ncn[nH]1	3	-2	-1	-2	1	0	-4	3	7
CCN(C(=O)c1cc(S(=O)(=O)N2CCCCC2)c[nH]1)c1ccc(OC)cc1	-2	7	3	1	3	-1	4	0	2
Cc1ccc(OCC(=O)Nc2nnn(C)n2)c(C)c1	-9	3	-2	-1	11	-4	3	0	2
COc1ccc(S(=O)(=O)N2CCOCC2)cc1NC(=O)CCc1c[nH]c2ccccc12	-9	6	-2	-5	11	0	-1	-8	3
CCCCN(C(=O)c1cccc(S(=O)(=O)N2CCN(C)CC2)c1)c1c(N)n(CCCC)c(=O)[nH]c1=O	6	5	1	3	4	10	-3	2	2
CC(C)c1ccc(N=Cc2c(O)c3ccccc3oc2=O)cc1	-6	0	-2	0	-4	6	-7	-126	5
O=C(COC(=O)c1ccc(Br)cc1)NC1CCCC1	1	-1	-1	1	67*	4	2	3	18
CCCCCCCCCC(=O)N[C@@H]1c2cc(OC)c(OC)cc2C[C@H]1OCc1ccccc1	.	1	.	2	-2	12	.	.	12
CC(=O)Nc1ccc(S(=O)(=O)NC(C)(C#N)C2CC2)cc1 (configuration not stated)	7	3	1	-1	-1	6	-5	0	0
Cc1cc(NC(=S)NC(=O)c2ccco2)c2ccccc2n1	-6	3	-4	2	-7	-1	-2	10	3
Cn1c(=O)c2c(nc(SCC(=O)c3ccc(F)cc3)n2C)n(C)c1=O	8	1	2	2	0	4	9	5	-1
Cc1oc2cc3oc(=O)c(CC(=O)NCC(=O)N[C@@H](C(=O)O)c4ccccc4)c(C)c3cc2c1C	-2	0	0	4	-1	6	-1	-3	0
CCS(=O)(=O)C(=C1Nc2ccccc2N1)S(=O)(=O)CC	7	-3	5	-2	-2	-2	3	-2	3
O=C(c1cnn2c(C(F)(F)F)cc(-c3cccs3)nc12)N1CCCC1	9	-3	5	2	1	3	4	5	3
CCn1cc(SCC(=O)Nc2cc(C)on2)c2ccccc21	2	8	0	0	-2	-1	1	0	3
Additional records
SMILES	GSTO1 inh	PAFAH1B2 inh	LYPLA1 inh	PAD4 inh	PAFAH2 inh	PAFAH1B3 FP inh	LYPLA2 inh	PME-1 inh	pPAFAH FP inh
COc1cc(-c2cc(=O)c3c(O)c(OC)c(OC)c(OC)c3o2)cc(OC)c1OC	12	7	4	-3	1	1	6	1	3
COc1ccc(N2CCN(C(=O)C3CCCN(S(=O)(=O)c4ccc5c(c4)oc(=O)n5C)C3)CC2)cc1 (configuration not stated)	6	2	8	-2	0	3	16	-1	4
COc1ccc(CCNc2oc(COc3ccccc3F)nc2C#N)cc1OC	30	5	-1	-1	-1	2	-2	4	1
CNC(=O)CN1C(=O)c2ccccc2S1(=O)=O	4	4	-3	-2	-6	5	-7	-3	2
COc1ccc(OC)c(NC(=O)CN(C)CC(=O)Nc2ccccc2Br)c1	-8	2	1	-4	-1	1	9	5	4
CCC1(c2ccccc2)NC(=O)N(CC(=O)Nc2ccc(S(=O)(=O)NC3=NCCCCC3)cc2)C1=O (configuration not stated)	0	2	-3	0	13	-8	-6	-1	2
O=C(NN1C(=O)c2ccc3c4c(ccc(c24)C1=O)CC3)c1ccc(Br)cc1	-6	-1	-3	1	-13	-7	13	0	-3
O=C(CNC(=O)/C(=C\c1ccccc1)NC(=O)c1ccc(Br)cc1)OCc1ccccc1	-7	2	-2	-6	5	14	-6	1	3
CC(OC(=O)c1ccc(Br)c(S(=O)(=O)N2CCOCC2)c1)C(=O)NC1CCCCC1C (configuration not stated)	5	-1	0	-2	3	8	2	-5	2
O=C(COC(=O)c1cccnc1Nc1cccc(C(F)(F)F)c1)NCc1ccc2c(c1)OCO2	-6	3	-1	-2	-9	3	2	-2	1
O=C1Nc2ccccc2OCc2c1cccc2[N+](=O)[O-]	4	2	0	-4	1	-3	1	-4	2
[N-]=[N+]=CC(=O)C(O)(c1ccccc1)C(Cl)c1ccccc1 (configuration not stated)	15	.	-5	4	.	.	-13	-8	-3
O=C(NC1CC1)c1cc(=S)[nH]c2ccccc12	.	4	.	-3	-1	7	.	.	-2
COC(=O)C1=C(C)N(c2ccccc2)/C(=C/c2ccco2)C1=O	1	5	0	3	9	-6	2	8	0
COc1ccccc1C(CNC(=O)c1cccc(S(=O)(=O)NCc2ccccc2)c1)N(C)C (configuration not stated)	-8	2	1	-1	3	0	4	-3	5
NS(=O)(=O)c1ccc(NC(=O)CN2C(=O)CCC2=O)cc1	9	6	2	6	-1	6	-5	-3	-2

Only part of the results is shown. The share of hits here may be higher or lower than overall.
